# PTPN22 inh 2 = LYP (human) phosphatase inhibition; Q9Y2R2; recombinant LYP catalytic domain, DiFMUP fluorescence; inhibition, % at 2 µM; 0.21% of 96,000 active;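 active means inhibition at 2 µM at or above a set limit, the screen mean plus 3 SD, cut at about 24% in these data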;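 further: 0% = DMSO with enzyme and 100% = enzyme fully blocked by orthovanadate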
# Target sequence (Q9Y2R2 whole entry, looked up, the tested form may be a part): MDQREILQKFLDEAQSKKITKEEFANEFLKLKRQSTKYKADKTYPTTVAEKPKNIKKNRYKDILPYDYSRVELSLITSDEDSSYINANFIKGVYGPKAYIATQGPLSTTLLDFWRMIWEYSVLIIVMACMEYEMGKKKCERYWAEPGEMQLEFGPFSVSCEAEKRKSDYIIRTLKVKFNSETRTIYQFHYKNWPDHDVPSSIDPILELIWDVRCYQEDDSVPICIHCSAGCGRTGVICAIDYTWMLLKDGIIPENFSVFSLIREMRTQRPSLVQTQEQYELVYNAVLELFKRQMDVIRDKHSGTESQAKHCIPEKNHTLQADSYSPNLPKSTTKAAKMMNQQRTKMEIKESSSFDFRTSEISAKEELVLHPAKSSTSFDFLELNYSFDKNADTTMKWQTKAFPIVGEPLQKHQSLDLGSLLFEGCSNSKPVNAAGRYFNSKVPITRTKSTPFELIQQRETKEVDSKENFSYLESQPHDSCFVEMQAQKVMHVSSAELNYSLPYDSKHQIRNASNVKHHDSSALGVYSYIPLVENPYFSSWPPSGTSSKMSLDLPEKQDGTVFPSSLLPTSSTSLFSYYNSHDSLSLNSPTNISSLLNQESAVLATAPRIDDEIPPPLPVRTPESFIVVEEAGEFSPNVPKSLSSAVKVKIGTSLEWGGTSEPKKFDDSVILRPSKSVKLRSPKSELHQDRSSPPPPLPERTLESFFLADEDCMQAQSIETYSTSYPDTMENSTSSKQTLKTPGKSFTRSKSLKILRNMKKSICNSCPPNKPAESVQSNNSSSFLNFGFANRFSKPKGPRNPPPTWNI
# cytoskel mod = cytoskeleton assembly modification; 0.18% of 91,000 active; inhibition, % at 2 µM; HUVEC TNFa F-actin phalloidin imaging, high content;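 active means inhibition above the batch mean plus 3 SD and confirmed as a hit by visual image inspection, cut at about 30% in these data, passing the limit was not always enough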; further: strong numbers were not always called active
# PLK1 kinase inh = blocks human PLK1 kinase activity | P53350 | recombinant PLK1 kinase, TR-FRET peptide phosphorylation | 0.53% of 97,000 active | AID 619 | inhibition, % at 10 µM;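 active means inhibition of 50% or more in the single-concentration screen; inactive means inhibition below 50%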;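 further: 0% = DMSO max control and 100% = H-89 dihydrochloride min control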
# Rev-RRE block = HIV Rev-RRE protein-RNA interaction inhibition; P05866; Rev peptide-RRE RNA binding, FRET; inhibition, % at 8 µM; 0.79% of 97,000 active;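 active means inhibition above the screen-wide mean plus 3 SD, cut at about 35% in these data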;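 further: 0% = median DMSO wells and 100% = median Neomycin B control wells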
# Target sequence (P05866 whole entry, looked up): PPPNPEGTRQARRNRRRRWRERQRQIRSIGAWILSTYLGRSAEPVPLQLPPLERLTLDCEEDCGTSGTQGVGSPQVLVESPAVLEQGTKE
#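 Material: labelled RRE RNA duplex and labelled Rev peptide / Buffer or medium: HEPES pH 7.5 salt buffer with EDTA / Compound dosing: single point, 8 µM final nominal compound concentration / Benchmarks: DMSO low control, neomycin B high control / Timing: 5 min preincubation and 15 min binding, 25 °C / Technique: FRET fluorescence readout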
# Plk1 PBD FP = blocks phosphopeptide binding to human Plk1 polo box domain | 0.13% of 97,000 active | Plk1 PBD phosphopeptide binding, fluorescence polarization | AID 693 | inhibition, %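 (tested at about 20 µM)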; in the data active means inhibition above about 34%, passing the limit was not always enough
# FAK blocker = blocks human focal adhesion kinase activity | Q05397 | biochemical FAK kinase activity assay | inhibition, %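 (tested at 7 µM)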 | 0.84% of 97,000 active | AID 727; in the data active means inhibition above about 19%;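 further: 0% = DMSO and 100% = reference compound high control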
# EphB4 antag = blocks human EphB4 binding to ephrin-B2 | EphB4 LBD / TNYL-RAW-Alexa532 peptide, fluorescence polarization | inhibition, % at 7 µM | 0.15% of 97,000 active;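 active means inhibition above the screen-wide mean inhibition plus 3 SD, cut at about 15% in these data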;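 further: 0% = DMSO wells and 100% = excess unlabeled TNYL-RAW peptide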
# PTPN22 act = activators of human LYP (PTPN22) phosphatase; AID 697; activation, % at 2 µM; 0.11% of 96,000 active; Q9Y2R2; recombinant LYP, DiFMUP fluorescence; 0 = plate median, 100 = signal doubled;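 active means activation at 2 µM above a set limit, the mean plus 5 SD, cut at about 37% in these data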
# Pyk2 oligo antag = blocks oligomerization of human Pyk2 in cells; Q14289; Q293 cells, Pyk2 FERM NanoBiT luminescence; stronger effect = lower value; z-score (the deposit names both 25 µM and 10 µM); 0.83% of 99,000 active; AID 1347419;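 active means Z-score of -3 or lower, scaled per plate to the spread of control and sample wells; inactive means z-score above -3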;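 further: negative z-score means lost luminescence so less FERM oligomerization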
# * marks the source's active call; other numbers are inactive results; x = not tested or not shown.
PTPN22 inh 2,cytoskel mod,PLK1 kinase inh,Rev-RRE block,Plk1 PBD FP,FAK blocker,EphB4 antag,PTPN22 act,Pyk2 oligo antag,SMILES
-2,2,-16,9,0,1,0,4,-0.79,CCc1ccc(OCCCOc2ccc(C=O)cc2)cc1
3,-14,-6,4,-7,-1,-7,0,-0.72,CC1(C)CC(NCc2ccc3c(c2)OCO3)CCO1 (stereo not given)
4,24,0,1,10,-4,-4,-4,0.53,CCC(CO)n1cnnc1-c1ccncc1 (stereo not given)
-6,-22,-9,-1,-17,1,-2,9,-0.27,Cc1ccc(Oc2ncc(CN3CCOCC3)s2)cc1
-8,x,-15,5,-13,0,2,4,0.59,Cc1cccc(N2CCN(S(=O)(=O)c3ccc(S(=O)(=O)N4CCCC4)cc3)CC2)c1C
1,14,3,2,-28,-1,-5,-3,-0.61,COc1cccc(C(=O)N2CCN(c3ncccn3)CC2)c1
8,8,-20,-2,-3,6,-3,-5,0.44,O=C(c1c(Cl)cccc1Cl)N1CCN(c2ccccn2)CC1
7,25,-7,-2,12,-2,12,-6,1.9,CCCCNCCCOc1cc(Cl)ccc1Cl
15,5,-4,-2,0,1,-5,-17,1,O=C(Nc1cnn(Cc2ccc(F)cc2)c1)c1cnccn1
10,-4,6,9,-5,-1,-5,-10,-1,CCOc1cc(S(=O)(=O)NCc2cccs2)ccc1Cl
-22,7,-9,3,40,8,1,25,-0.12,O=C(NN=c1c(=O)c2ccccc2c1=O)c1ccccc1
1,3,-10,4,-19,1,-2,-1,0.38,COC(=O)C1(CCSC)NC(c2ccc(O)cc2)C2C(=O)N(c3ccc4c(c3)OCCO4)C(=O)C21 (stereo not given)
3,-17,-17,-3,-17,5,-4,-1,0.95,Cc1ccc(C(=O)NC(=S)NCC(=O)c2ccccc2)cc1
3,-12,-10,-2,0,-5,-6,-2,1.4,Cc1ccc(NC(=O)CCn2cccc2)cc1Cl
7,-10,-7,5,3,-11,-5,-8,0.75,Cn1c(=O)c2cc(S(=O)(=O)NCCC(=O)NC3CCCCCCC3)ccc2n(C)c1=O

# Rewritten field by field: part of the list above
COC(=O)C1(CCSC)NC(c2ccc(O)cc2)C2C(=O)N(c3ccc4c(c3)OCCO4)C(=O)C21 (stereo not given)
  PTPN22 inh 2: 1
  cytoskel mod: 3
  PLK1 kinase inh: -10
  Rev-RRE block: 4
  Plk1 PBD FP: -19
  FAK blocker: 1
  EphB4 antag: -2
  PTPN22 act: -1
  Pyk2 oligo antag: 0.38

Cc1ccc(C(=O)NC(=S)NCC(=O)c2ccccc2)cc1
  PTPN22 inh 2: 3
  cytoskel mod: -17
  PLK1 kinase inh: -17
  Rev-RRE block: -3
  Plk1 PBD FP: -17
  FAK blocker: 5
  EphB4 antag: -4
  PTPN22 act: -1
  Pyk2 oligo antag: 0.95

# (continued)
PTPN22 inh 2,cytoskel mod,PLK1 kinase inh,Rev-RRE block,Plk1 PBD FP,FAK blocker,EphB4 antag,PTPN22 act,Pyk2 oligo antag,SMILES
4,-10,-13,12,6,2,9,-5,-0.17,O=C(/C=C/Nc1cccc(C(F)(F)F)c1)C(F)(F)F
-2,-11,-6,0,14,2,-4,7,-3*,Cc1nn(-c2ccccc2)c(C)c1/C=N/NC(=O)c1cc(-c2ccccc2)n[nH]1
-3,-14,0,16,8,-5,-4,5,-1.3,O=C(NCCNC(=O)c1cc(OCC(F)(F)F)ccc1OCC(F)(F)F)Nc1ccc(OC(F)(F)F)cc1
3,-12,-3,-2,8,-1,-2,-3,1.7,N#Cc1ccc(Oc2cc(C(F)(F)F)nc(-c3ccccn3)n2)cc1
x,x,59*,0,-16,-3,-1,x,x,Cc1ccc(-c2nc(CS(=O)CC(=O)NCCN3CCOCC3)c(C)o2)cc1 (stereo not given)
-20,-3,-6,4,-1,-2,3,11,0.21,CN(Cc1ccccc1)C(=O)CN(C1CCCCC1)S(C)(=O)=O
-2,6,-18,5,-9,1,-4,0,-0.61,ONC(=Nc1ccccc1)C(=Nc1ccccc1)NO
-6,3,-3,0,9,0,10,4,0.4,CCOc1ccccc1NC(=O)CSc1nnc2c(CC)c(C)nc(N)n12
-4,-2,4,19,-24,0,-3,2,-1.6,COc1cccc(NC(=O)c2oc3ccccc3c2NC(=O)C(C)(C)C)c1
-14,-1,-18,-10,13,-3,-7,14,1.1,CC(C)CNc1cc(Cl)c(S(=O)(=O)NCC(C)C)cc1C(=O)O
-4,-25,-6,2,-11,11,-10,2,0.12,CCNC(=O)c1ccc2c(c1)S(=O)(=O)c1ccccc1C2=O
-5,4,-1,7,-5,-2,1,8,-0.13,CCCC(=O)OCCn1c(Br)nc2c1c(=O)[nH]c(=O)n2C
-11,-35,-11,2,21,1,-5,11,-0.66,COc1ccc(OC)c(-n2c(CN3CCC(C(N)=O)CC3)nc3ccccc3c2=O)c1
4,27,-6,7,13,-1,-9,-7,0.5,Cn1cnnc1SCc1ccc(C#N)cc1
-3,8,-8,13,0,-1,4,-1,1.8,O=C1C2CC=C(Cl)CC2C(=O)N1c1ncn[nH]1 (stereo not given)

# One compound at a time, as listed above. Order of screens: PTPN22 inh 2 | cytoskel mod | PLK1 kinase inh | Rev-RRE block | Plk1 PBD FP | FAK blocker | EphB4 antag | PTPN22 act | Pyk2 oligo antag
# Record of CC1(C)CC(NCc2ccc3c(c2)OCO3)CCO1 (stereo not given) → 3 | -14 | -6 | 4 | -7 | -1 | -7 | 0 | -0.72
# Record of O=C1C2CC=C(Cl)CC2C(=O)N1c1ncn[nH]1 (stereo not given) → -3 | 8 | -8 | 13 | 0 | -1 | 4 | -1 | 1.8
# Record of CCNC(=O)c1ccc2c(c1)S(=O)(=O)c1ccccc1C2=O → -4 | -25 | -6 | 2 | -11 | 11 | -10 | 2 | 0.12
# Record of O=C(c1c(Cl)cccc1Cl)N1CCN(c2ccccn2)CC1 → 8 | 8 | -20 | -2 | -3 | 6 | -3 | -5 | 0.44
# Record of CC(C)CNc1cc(Cl)c(S(=O)(=O)NCC(C)C)cc1C(=O)O → -14 | -1 | -18 | -10 | 13 | -3 | -7 | 14 | 1.1

# Next part
PTPN22 inh 2,cytoskel mod,PLK1 kinase inh,Rev-RRE block,Plk1 PBD FP,FAK blocker,EphB4 antag,PTPN22 act,Pyk2 oligo antag,SMILES
-6,-19,-7,6,1,2,-2,9,-0.54,Cc1ccc(S(=O)(=O)Nc2cccc(/C=C/C(=O)O)c2)cc1
-7,-6,-16,10,5,3,-3,4,x,CCc1ccccc1N1CSC2=C(C#N)C(c3ccccc3F)CC(=O)N2C1 (stereo not given)
5,0,-1,1,30,9,2,-6,0.31,COCn1c(-c2ccc(OC)c(OC)c2)nc2ccccc21
-4,3,-1,5,1,4,-1,3,-0.65,COc1ccc(C)cc1-n1nnnc1SCc1csc(C)n1
-2,-18,-3,2,19,5,7,1,-1.8,O=C1c2ccccc2NC(c2ccc(F)cc2)N1Cc1ccco1 (stereo not given)
-6,-29,3,-5,-6,-6,-9,3,0.56,CCn1c(SCC(=O)c2cc(C)n(CC3CCCO3)c2C)nc2ccccc21 (stereo not given)
-32,0,-11,8,-23,0,-6,29,0.03,O=C(Nc1nc(-c2ccccc2)cs1)c1ccc(Br)o1
-1,-19,-1,12,12,4,12,-2,x,Cc1ccc(C2/C(=C(\O)c3ccc4c(c3)OCCO4)C(=O)C(=O)N2CCCN(C)C)o1 (stereo not given)
-7,x,-5,5,-10,5,-5,3,0.42,CNc1nc2c(C)cccn2c(=O)c1C=NCc1ccccc1
8,28,-15,-1,-4,-3,8,-5,3,Cc1ccc(NC(=O)c2ccc(CSc3nnc(C)s3)cc2)c(C)c1
-1,x,-1,5,27,2,-8,-1,0.65,O=C(O)c1ccc2c(c1)ncn2C1CCCCCC1
10,-1,-11,5,-10,1,-2,-12,x,CC(=O)N(c1ccc(C)cc1)C1C=CS(=O)(=O)C1 (stereo not given)
-9,-27,-7,4,-15,0,-8,6,1.7,Cc1ccc2c(c1)N(CCC(=O)NCc1ccccn1)C(=O)CO2
6,-9,-7,6,-14,2,-4,-1,-0.52,Cc1cc(C)n(-c2cc(N3CCN(S(=O)(=O)c4ccc5ccccc5c4)CC3)ccc2[N+](=O)[O-])n1
-3,1,-1,-2,8,-3,-7,2,x,CCCc1cc(C(=O)Nc2c(C)n(C)n(-c3ccccc3)c2=O)no1

# Additional entries
PTPN22 inh 2,cytoskel mod,PLK1 kinase inh,Rev-RRE block,Plk1 PBD FP,FAK blocker,EphB4 antag,PTPN22 act,Pyk2 oligo antag,SMILES
-14,2,-13,7,3,-1,7,11,0.29,CC(CN1CCCCC1)OC(=O)c1cc2ccccc2o1 (stereo not given)
8,0,-21,-3,-4,6,0,-9,-0.79,CCc1cccc(NC(=O)Cn2cccc2)c1
-1,14,3,7,-1,-2,-3,1,-0.24,Cn1c(-c2sc3cc(C(F)(F)F)cnc3c2-c2cccnc2)n[nH]c1=S
-7,-11,-7,2,-12,0,-4,6,0.1,COc1ccc(N/N=C2/CCCCC2=O)cc1
8,6,-10,8,18,1,-3,-10,0.06,COC(=O)c1cc(NC(=O)C2COc3ccccc3O2)cc(C(=O)OC)c1 (stereo not given)
3,-15,-17,8,-11,9,1,-3,x,CCCCN(Cc1ccco1)C(=O)c1cc2c(=O)[nH]c3ccc(C)cc3c2s1
-5,19,-4,7,12,0,-2,1,-0.33,CCC(CC)c1nnc(NC(=O)C2COc3ccccc3O2)s1 (stereo not given)
-2,11,-13,9,11,-4,1,2,x,COc1cccc(C(=O)Nc2ccc3nc(N4CCOCC4)cc(C)c3c2)c1
-5,-10,-7,6,-11,0,11,7,1.7,NC(=O)C1c2ccccc2CSc2ccccc21 (stereo not given)
-2,20,-12,9,27,-5,2,4,0.22,O=C(c1ccc2c(=O)n(C3CCCC3)c(=S)[nH]c2c1)N1CCc2ccccc21
6,5,-2,2,-4,2,-12,-4,0.11,O=C1N=C(N2CCCC2)S/C1=C\c1cccc(Br)c1
3,-12,-9,7,-5,-2,2,-1,1.7,CC(C)C(=O)Nc1ccc2oc(-c3cc(F)c(F)cc3Cl)nc2c1
-1,-5,0,10,-18,3,4,3,-0.62,Cc1ccc(-c2nc3ncccn3c2Nc2ccc3c(c2)OCO3)o1
4,-34,-9,4,18,-3,-2,-2,-0.35,CCn1c(C)cc(/C=C2\SC(=O)N(CC(=O)Nc3ccc(C)c(C)c3)C2=O)c1C
4,9,-8,10,-8,-2,6,-4,0.35,C=CCn1c(SCc2cc(C(=O)OC)c(C)o2)nnc1-c1ccncc1
-9,-11,-29,7,-3,5,-3,12,-0.98,CCC(CC)C(=O)Nc1cccc(C(=O)c2ccccc2)c1
